PMI activator = activators of human phosphomannose isomerase; activation factor at 20 µM; actives 0.005% (n = 190,000); purified human PMI, coupled resazurin fluorescence, 20 min; hits give high values; 1 = vehicle control, 0 substrate-free wells; P34949;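 active means activation factor of 2 or more at 20 µM, relative to plate controls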
Target sequence (P34949 whole entry, looked up): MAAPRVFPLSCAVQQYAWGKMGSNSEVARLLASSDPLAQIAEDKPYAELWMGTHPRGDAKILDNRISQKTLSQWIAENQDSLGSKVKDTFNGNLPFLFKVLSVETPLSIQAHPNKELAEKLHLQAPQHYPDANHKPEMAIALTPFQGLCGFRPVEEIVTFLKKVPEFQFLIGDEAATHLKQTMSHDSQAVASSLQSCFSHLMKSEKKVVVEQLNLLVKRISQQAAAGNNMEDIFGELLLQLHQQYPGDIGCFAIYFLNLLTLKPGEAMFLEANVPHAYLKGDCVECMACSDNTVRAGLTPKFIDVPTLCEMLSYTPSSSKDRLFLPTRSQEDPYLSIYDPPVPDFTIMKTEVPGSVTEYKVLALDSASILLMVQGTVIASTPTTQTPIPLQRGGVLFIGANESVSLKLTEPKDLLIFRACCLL
PMI act hi M6P = activators of human phosphomannose isomerase at near-saturating mannose 6-phosphate. P34949. coupled PMI enzyme assay, resazurin fluorescence, 20 min; hits give high values; 1 = untreated enzyme, 0 = substrate-free blank. activation factor at 20 µM. actives 0.34% (n = 190,000). AID 1216;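 active means activation factor of 2 or more at 20 µM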
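Test system: human phosphomannose isomerase with PGI, G6PDH, diaphorase coupling enzymes; amount: 15 ng/mL PMI; incubation: enzyme reaction with compound 20 min at room temperature; technique: resorufin fluorescence (Ex 544/Em 590 nm) from resazurin via diaphorase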
TNAP inh hi DEA = inhibitors of human TNAP at high phosphate acceptor concentration; P05186; purified TNAP, CDP-star luminescence, 1 M DEA; inhibition, % at 20 µM; actives 0.03% (n = 200,000);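 active means over 50% inhibition of tissue-nonspecific alkaline phosphatase at 20 µM in the single-dose screen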;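 further: plate controls were DMSO wells for no effect and EDTA-quenched wells as full inhibition for full effect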
Target sequence (P05186 whole entry, looked up): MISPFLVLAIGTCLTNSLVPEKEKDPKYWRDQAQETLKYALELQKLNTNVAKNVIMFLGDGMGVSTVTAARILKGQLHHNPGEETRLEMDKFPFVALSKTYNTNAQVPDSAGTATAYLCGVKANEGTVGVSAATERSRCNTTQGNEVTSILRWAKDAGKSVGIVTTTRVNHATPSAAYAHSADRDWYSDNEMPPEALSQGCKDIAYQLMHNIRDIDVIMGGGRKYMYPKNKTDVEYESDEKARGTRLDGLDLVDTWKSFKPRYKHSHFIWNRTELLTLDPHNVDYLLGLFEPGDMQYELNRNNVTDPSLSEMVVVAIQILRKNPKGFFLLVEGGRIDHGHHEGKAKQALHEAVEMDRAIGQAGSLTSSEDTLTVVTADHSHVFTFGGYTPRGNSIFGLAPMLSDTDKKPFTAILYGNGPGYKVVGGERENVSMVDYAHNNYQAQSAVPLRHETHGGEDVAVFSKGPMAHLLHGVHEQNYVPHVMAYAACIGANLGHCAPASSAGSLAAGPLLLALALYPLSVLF
TNAP inh noacc = blocks human TNAP activity with no phosphate acceptor present. P05186. purified TNAP, CDP-star luminescence, 30 min. inhibition, % at 20 µM. actives 0.26% (n = 200,000);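 active means tissue-nonspecific alkaline phosphatase inhibition above about 50% at 20 µM in the single-dose screen, limit read from the data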;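 further: 0% = DMSO negative control and 100% = EDTA positive control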
bIAP act = intestinal alkaline phosphatase (bovine) activation | activation factor at 20 µM | purified bovine IAP, CDP-star luminescence, 30 min; hits give high values; fold of DMSO-control signal, blank-subtracted | actives 0.17% (n = 200,000) | AID 1016;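 active means activation factor of 2 or more at 20 µM, a signal rise over negative controls twice the positive control's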
Diaphorase inh = inhibits diaphorase or chemically oxidizes, flagging diaphorase assay artifacts. diaphorase resazurin-to-resorufin fluorescence, NADH, 16 min; bacterial (C. kluyveri) enzyme, not human. inhibition, % at 20 µM. actives 0.69% (n = 190,000);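 active means primary screen inhibition at 20 µM above a set limit, cut at about 50% in these data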;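 further: plate controls were DMSO with full reaction for no effect and wells lacking NADH for full effect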
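Benchmarks: positive control wells lacking NADH, neutral wells with DMSO only. System: bacterial diaphorase enzyme (C. kluyveri). Input: 0.14 U/mL diaphorase, enzyme working solution. Detection: resorufin fluorescence, excitation 544 nm, emission 590 nm. Times: 16-min room-temperature incubation before reading.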
bIAP inh = blocks bovine intestinal alkaline phosphatase activity | 190,000 tested, under 10 active | inhibition, % at 20 µM | purified bovine IAP, CDP-star luminescence, 30 min;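 active means over 50% inhibition of intestinal alkaline phosphatase at 20 µM in the single-dose screen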
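test system = bovine IAP enzyme | medium = DEA buffer 100 mM, pH 9.8, with MgCl2 1.0 mM, ZnCl2 0.02 mM | detection = luminescence | dosing = single compound dose of 20 µM, 2% DMSO final | incubation = 30 min reaction at room temperature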
Lmaj promast = Leishmania major promastigote growth inhibition. inhibition, % at 10 µM. Leishmania major promastigotes, resazurin fluorescence viability. actives 9% (n = 200,000); in the data active means inhibition above about 50%;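 further: promastigotes grown with compound for 44 hours at 28 °C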
TNAP act hi DEA = increases human TNAP activity under high phosphate acceptor concentration; activation factor at 20 µM; purified TNAP, CDP-star luminescence, 1 M DEA, 30 min; hits give high values; 0 = EDTA background, 1 = DMSO-only activity; P05186; 200,000 tested, under 10 active;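 active means activation factor at least 2 at 20 µM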
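Test system – human TNAP · Doses – 20 µM single point · Incubation – 30 min, room temperature · Signal – luminescent substrate turnover signal · Read-out basis – activation factor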
Diaphorase act = diaphorase activation or chemical reduction counter-screen | Diaphorase/resazurin coupled assay, resorufin fluorescence, 16 min; hits give high values; 1 = vehicle wells, 0 = NADH-free wells | activation factor at 20 µM | actives 0.005% (n = 190,000) | AID 1229;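 active means diaphorase activity raised at least twofold by the compound at 20 µM; inactive means activation factor below 2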
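Test system: Clostridium kluyveri diaphorase, purified enzyme; input: enzyme 0.07 U/mL final; buffer or medium: 50 mM HEPES pH 7.4 with 4.542 mM MgCl2, 0.005% Tween 20; also added: 0.114 mM NADH and 0.1 mM resazurin, final amounts; schedule: 16 min enzyme reaction, ambient temperature; technique: fluorescence of resorufin, 544 nm excitation, 590 nm emission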
Starred values were filed as active, the others as inactive; x = not tested or not shown.

Order of results – PMI activator | PMI act hi M6P | TNAP inh hi DEA | TNAP inh noacc | bIAP act | Diaphorase inh | bIAP inh | Lmaj promast | TNAP act hi DEA | Diaphorase act
> c1cc(-c2nc3cc(Cc4ccc5oc(-c6ccncc6)nc5c4)ccc3o2)ccn1
 : 1 | 1 | 0 | -5 | 0.9 | 2 | 13 | x | 1 | 1
> COc1ccc(CCN(C)C(=O)CNC(=O)c2ccccc2F)cc1OC
 : 1 | 1 | -3 | -2 | 1 | 0 | 2 | -6 | 1 | 1
> C(#CCN1CCOCC1)COCCOC(c1ccccc1)c1ccccc1
 : 1 | 1 | -1 | -7 | 1 | 9 | -1 | -3 | 1 | 0.9
> COCc1ccc([C@@H]2C[C@H]3CN(Cc4ccccc4C)C(=O)[C@]34CCCN24)o1
 : 0.9 | 0.9 | -5 | -6 | 1.2 | 6 | -15 | 3 | 1 | 0.9
> O=C(O)c1cccc(-n2cccc2/C=N/O)c1
 : 0.9 | 0.9 | -4 | -12 | 1 | 26 | 4 | -6 | 1 | 0.7
> Cc1cc(N2CCN(C)CC2)nc2ccc(NC(=S)N3CCN(c4ccc(Cl)cc4)CC3)cc12
 : 0.8 | 0.6 | -3 | -10 | 1.2 | -30 | -16 | 100* | 1 | 1.3
> O=C(NCC(c1cccnc1)N1CCN(c2ccccc2)CC1)C1CCCCC1 (centres undefined)
 : 1 | 0.9 | -3 | -3 | 1.1 | 10 | -6 | 74* | 1 | 0.9
> Cn1c(Sc2ccccc2Cl)c(C=O)c2ccccc21
 : 0.9 | 0.9 | 0 | -2 | 0.7 | 15 | 31 | -4 | 1 | 0.9
> O=C1CN(S(=O)(=O)c2ccccc2C(F)(F)F)CCN1
 : 1 | 1.1 | -2 | -11 | 1 | 11 | -1 | 0 | 1 | 0.9
> CSc1ccc(C(=S)N2CCN(C)CC2)cc1
 : 0.9 | 0.8 | 2 | -8 | 0.9 | 13 | 6 | 94* | 1 | 0.9
> CCOC(=O)c1c(-c2ccccc2)csc1NC(=O)c1cc2ccccc2oc1=O
 : 0.9 | 1 | 2 | 13 | 0.9 | 14 | 7 | -4 | 1 | 0.9
> COc1ccc(Cn2c(CCC(=O)N3CCN(c4ccccn4)CC3)nc3ncccc3c2=O)cc1
 : 0.9 | 0.8 | -2 | -8 | 1 | 21 | 2 | 1 | 1 | 0.8
> CCn1cc(/C=N\NC(=O)c2csc3ccccc23)c(C)n1
 : 1.1 | 1.1 | -6 | -17 | 0.9 | -12 | 12 | -6 | 1.1 | 1.1
> Cc1ccc(N/C=C(\C2OC(=O)c3ccccc32)[N+](=O)[O-])c(C)c1 (centres undefined)
 : 1.1 | 0.9 | 1 | 0 | 1 | 6 | -4 | 0 | 1 | 0.9
> Nc1ccnn1Cc1cccnc1
 : 0.9 | 0.9 | -3 | -8 | 0.9 | 8 | 9 | -6 | 1 | 0.9

Quoted at random: three entries already listed
Order of results – PMI activator | PMI act hi M6P | TNAP inh hi DEA | TNAP inh noacc | bIAP act | Diaphorase inh | bIAP inh | Lmaj promast | TNAP act hi DEA | Diaphorase act
> COc1ccc(CCN(C)C(=O)CNC(=O)c2ccccc2F)cc1OC
 : 1 | 1 | -3 | -2 | 1 | 0 | 2 | -6 | 1 | 1
> Cc1ccc(N/C=C(\C2OC(=O)c3ccccc32)[N+](=O)[O-])c(C)c1 (centres undefined)
 : 1.1 | 0.9 | 1 | 0 | 1 | 6 | -4 | 0 | 1 | 0.9
> O=C(O)c1cccc(-n2cccc2/C=N/O)c1
 : 0.9 | 0.9 | -4 | -12 | 1 | 26 | 4 | -6 | 1 | 0.7

Next compounds follow.
Order of results – PMI activator | PMI act hi M6P | TNAP inh hi DEA | TNAP inh noacc | bIAP act | Diaphorase inh | bIAP inh | Lmaj promast | TNAP act hi DEA | Diaphorase act
> CC(C)NC(=O)COC(=O)Cn1[nH]c(=O)c2ccccc2c1=O
 : 1 | 1 | 0 | -4 | 1 | 9 | 3 | 0 | 1 | 0.9
> C=CCc1cc(C=O)cc(OC)c1OCc1ccc(Cl)cc1
 : 0.9 | 0.9 | -2 | -6 | 0.8 | 19 | 15 | 19 | 1 | 0.8
> CCOc1cccc(C(=O)NC(=S)Nc2ccc(N3CCN(CC)CC3)cc2)c1
 : 1 | 0.9 | -6 | -4 | 0.8 | 37 | 20 | 8 | 1.1 | 0.6
> O=C(NC(Cc1ccccc1)C(=O)O)/C(=C/c1ccc(F)cc1)NC(=O)c1ccccc1 (centres undefined)
 : 1 | 1.1 | -1 | -4 | 1 | 7 | 2 | -5 | 1 | 0.9
> COc1ccc(C)cc1NS(=O)(=O)c1cccc2nonc12
 : 0.9 | 0.9 | -4 | -9 | 0.9 | 2 | 12 | -7 | 1 | 1
> CCC1=NN(C(=O)CCc2ccccc2)C(O)(C(F)(F)F)C1 (centres undefined)
 : 0.9 | 0.9 | -7 | -10 | 1 | 15 | -4 | -3 | 1.1 | 0.8
> Cc1oc2ccc(O)cc2c1C(=O)c1ccc(Cl)cc1
 : 0.9 | 0.9 | -3 | -1 | 0.8 | 18 | 20 | 34 | 1 | 0.8
> CC(CNCC1CCCO1)COc1cccc2ccccc12 (centres undefined)
 : 0.9 | 0.9 | -4 | -15 | 1 | 16 | 3 | 80* | 1 | 0.8
> O=C(NCc1cccnc1)c1cc([N+](=O)[O-])ccc1N1CCOCC1
 : 1.1 | 1 | 1 | -8 | 1.1 | -1 | -14 | -4 | 1 | 1
> Cc1ccc(OCC(=O)N/N=C\c2ccc(C)o2)c(C)c1
 : 1 | 1 | -2 | -7 | 0.9 | 3 | 8 | -5 | 1 | 1
> O=C(Nc1ccc(Br)cn1)C1CCCN1S(=O)(=O)c1ccccc1 (centres undefined)
 : 0.9 | 0.9 | 1 | -3 | 1 | 15 | 3 | -2 | 1 | 0.9
> CC1(C)CC(=O)c2c(oc3cc(O)c(O)cc23)C1
 : 0.5 | 0.6 | 6 | 35 | 0.8 | 48 | 20 | 84* | 0.9 | 0.5
> O=C(OCCOc1ccccc1Cl)c1ccc(-n2cnnn2)cc1
 : 1.1 | 1.1 | -6 | 2 | 0.9 | 7 | 9 | 5 | 1.1 | 0.9
> Cc1ccc(N2CCN(S(=O)(=O)N(C)C)CC2)cc1C
 : 0.9 | 0.9 | -2 | -5 | 1 | 2 | -4 | -3 | 1 | 1
> CS(=O)(=O)Nc1ccc(N2CCCCC2)c(Cl)c1
 : 0.9 | 0.9 | -5 | -9 | 0.9 | 8 | 10 | 14 | 1 | 0.9
> Cn1nnnc1SC(C(=O)Nc1ccc(F)cc1)c1ccccc1 (centres undefined)
 : 1 | 0.9 | -4 | 1 | 0.9 | 16 | 6 | -5 | 1 | 0.8
> Nn1c(Cc2cccc3ccccc23)nnc1SCC(=O)NC1CCS(=O)(=O)C1 (centres undefined)
 : 1 | 1 | -6 | -19 | 1 | 13 | -3 | 11 | 1.1 | 0.9
> NC(=O)C1CCN(CC(=O)Nc2cc(Cl)ccc2Oc2ccccc2)CC1
 : 0.9 | 0.9 | -4 | -9 | 1 | 11 | -1 | -1 | 1 | 0.9
> O=C(CNC(=O)/C(=C\c1ccc(F)cc1)NC(=O)c1ccccc1)OCc1ccccc1
 : 1 | 1 | -7 | -13 | 0.9 | 14 | 6 | 6 | 1.1 | 0.9
> Cc1ccc(Nc2ncnc(N)n2)cc1
 : 0.8 | 0.9 | -8 | -12 | 1 | 2 | 2 | -5 | 1.1 | 1
> CC[C@H](C)[C@H](NC(N)=O)C(=O)Nc1ccc2c(c1)OCO2
 : 1.1 | 1 | -4 | -13 | 1 | 15 | 2 | -5 | 1 | 0.8
> O=C(O)C(Cc1ccccc1)N=Cc1c(O)c2ccccc2oc1=O (centres undefined)
 : 1.1 | 1 | -3 | 14 | 1 | 15 | 0 | -5 | 1 | 0.8
> CC1CCN(S(=O)(=O)c2ccc(S(=O)(=O)NCc3cccnc3)cc2)CC1
 : 1.1 | 1.2 | -3 | -4 | 1 | -12 | 5 | -2 | 1 | 1.1
> CC(C)c1nnc(NC(=O)CSc2nnc(NC(=O)c3c(F)cccc3F)s2)s1
 : 1.1 | 1 | -8 | -16 | 1 | 8 | 4 | -14 | 1.1 | 0.9
> Cc1ccc(-c2cc(C(F)(F)F)n3ncc(C(=O)NCc4ccco4)c3n2)cc1
 : 1 | 1 | -1 | -9 | 0.9 | 30 | 8 | 10 | 1 | 0.7
> O=C(O)C1CCCCC1C(=O)Nc1cc(Cl)ccc1Cl (centres undefined)
 : 0.9 | 0.9 | -6 | -1 | 1 | 11 | 4 | -9 | 1.1 | 0.9
> COc1ccc(OC)c(NC(=O)COC(=O)/C=C/c2c(C)nn(C3CCS(=O)(=O)C3)c2Cl)c1 (centres undefined)
 : 1 | 1 | -7 | -6 | 1 | 1 | 5 | 2 | 1.1 | 1
> Cc1ccc(CNC(=O)CSc2nc(C)cs2)cc1
 : 1 | 1 | 0 | -10 | 0.9 | 10 | 9 | 2 | 1 | 0.9
> O=C(N/N=C/c1cccnc1)c1ccccc1NS(=O)(=O)c1cccs1
 : 1 | 0.9 | -2 | -7 | 1 | 8 | -3 | -6 | 1 | 0.9
> COC(=O)c1c(N)c2ccccc2[nH]c1=O
 : 0.9 | 0.8 | -3 | -9 | 0.8 | 17 | 16 | 0 | 1 | 0.8
> Cc1ccc(CNc2nc(-c3cccs3)nc3ccccc23)cc1
 : 0.9 | 0.9 | -5 | -6 | 1 | 28 | -3 | 76* | 1.1 | 0.7
> CCN(CC)c1ccc(C(=O)OCC(=O)N(C(C)C)C(C)C)cc1
 : 1.2 | 1.1 | -2 | -9 | 1.2 | -2 | -16 | 2 | 1 | 1
> CCNC(=S)N1CCc2cc(OC)c(OC)cc2C1COc1ccc(F)cc1 (centres undefined)
 : 0.9 | 1 | 0 | -10 | 1 | 10 | -1 | 14 | 1 | 0.9
> COc1ccc(C(=O)NNC(=O)CSc2nnnn2C)cc1
 : 1 | 0.9 | -5 | -9 | 1 | 7 | 5 | -5 | 1 | 0.9
> N#CCC(=O)Nc1ncn(Cc2ccccc2Cl)n1
 : 0.9 | 1.2 | 1 | -11 | 1.1 | 11 | -8 | -5 | 1 | 0.9
> O=C(CSCC(=O)Nc1nccs1)Nc1ccccc1
 : 1 | 1.1 | -8 | -15 | 0.9 | -2 | 6 | -1 | 1.1 | 1
> Cc1cc(Nc2nnnn2-c2ccccc2)n(-c2ccc(Cl)cc2)n1
 : 0.8 | 0.8 | -7 | -15 | 0.9 | 30 | 6 | -10 | 1.1 | 0.7
> CCC(C)(C)NC(=O)C(c1ccc(F)cc1)N(Cc1ccccc1)C(=O)c1cnccn1 (centres undefined)
 : 1 | 1 | -4 | -5 | 1.1 | 3 | -12 | 11 | 1 | 1

Compound activity as filed in PubChem BioAssay.

An unsorted share of the library; 10% or so of the library scored in one or more.
